# Screening data deposited in PubChem BioAssay by Broad Institute.
# TcdB inh – blocks C. difficile toxin B glycohydrolase activity | TcdB glycohydrolase enzymatic assay, plate reader | inhibition, % at 9.99 µM | 0.24% of 350,000 active | AID 652162; in the data active means inhibition above about 10%
# Target sequence (P18177 whole entry, looked up): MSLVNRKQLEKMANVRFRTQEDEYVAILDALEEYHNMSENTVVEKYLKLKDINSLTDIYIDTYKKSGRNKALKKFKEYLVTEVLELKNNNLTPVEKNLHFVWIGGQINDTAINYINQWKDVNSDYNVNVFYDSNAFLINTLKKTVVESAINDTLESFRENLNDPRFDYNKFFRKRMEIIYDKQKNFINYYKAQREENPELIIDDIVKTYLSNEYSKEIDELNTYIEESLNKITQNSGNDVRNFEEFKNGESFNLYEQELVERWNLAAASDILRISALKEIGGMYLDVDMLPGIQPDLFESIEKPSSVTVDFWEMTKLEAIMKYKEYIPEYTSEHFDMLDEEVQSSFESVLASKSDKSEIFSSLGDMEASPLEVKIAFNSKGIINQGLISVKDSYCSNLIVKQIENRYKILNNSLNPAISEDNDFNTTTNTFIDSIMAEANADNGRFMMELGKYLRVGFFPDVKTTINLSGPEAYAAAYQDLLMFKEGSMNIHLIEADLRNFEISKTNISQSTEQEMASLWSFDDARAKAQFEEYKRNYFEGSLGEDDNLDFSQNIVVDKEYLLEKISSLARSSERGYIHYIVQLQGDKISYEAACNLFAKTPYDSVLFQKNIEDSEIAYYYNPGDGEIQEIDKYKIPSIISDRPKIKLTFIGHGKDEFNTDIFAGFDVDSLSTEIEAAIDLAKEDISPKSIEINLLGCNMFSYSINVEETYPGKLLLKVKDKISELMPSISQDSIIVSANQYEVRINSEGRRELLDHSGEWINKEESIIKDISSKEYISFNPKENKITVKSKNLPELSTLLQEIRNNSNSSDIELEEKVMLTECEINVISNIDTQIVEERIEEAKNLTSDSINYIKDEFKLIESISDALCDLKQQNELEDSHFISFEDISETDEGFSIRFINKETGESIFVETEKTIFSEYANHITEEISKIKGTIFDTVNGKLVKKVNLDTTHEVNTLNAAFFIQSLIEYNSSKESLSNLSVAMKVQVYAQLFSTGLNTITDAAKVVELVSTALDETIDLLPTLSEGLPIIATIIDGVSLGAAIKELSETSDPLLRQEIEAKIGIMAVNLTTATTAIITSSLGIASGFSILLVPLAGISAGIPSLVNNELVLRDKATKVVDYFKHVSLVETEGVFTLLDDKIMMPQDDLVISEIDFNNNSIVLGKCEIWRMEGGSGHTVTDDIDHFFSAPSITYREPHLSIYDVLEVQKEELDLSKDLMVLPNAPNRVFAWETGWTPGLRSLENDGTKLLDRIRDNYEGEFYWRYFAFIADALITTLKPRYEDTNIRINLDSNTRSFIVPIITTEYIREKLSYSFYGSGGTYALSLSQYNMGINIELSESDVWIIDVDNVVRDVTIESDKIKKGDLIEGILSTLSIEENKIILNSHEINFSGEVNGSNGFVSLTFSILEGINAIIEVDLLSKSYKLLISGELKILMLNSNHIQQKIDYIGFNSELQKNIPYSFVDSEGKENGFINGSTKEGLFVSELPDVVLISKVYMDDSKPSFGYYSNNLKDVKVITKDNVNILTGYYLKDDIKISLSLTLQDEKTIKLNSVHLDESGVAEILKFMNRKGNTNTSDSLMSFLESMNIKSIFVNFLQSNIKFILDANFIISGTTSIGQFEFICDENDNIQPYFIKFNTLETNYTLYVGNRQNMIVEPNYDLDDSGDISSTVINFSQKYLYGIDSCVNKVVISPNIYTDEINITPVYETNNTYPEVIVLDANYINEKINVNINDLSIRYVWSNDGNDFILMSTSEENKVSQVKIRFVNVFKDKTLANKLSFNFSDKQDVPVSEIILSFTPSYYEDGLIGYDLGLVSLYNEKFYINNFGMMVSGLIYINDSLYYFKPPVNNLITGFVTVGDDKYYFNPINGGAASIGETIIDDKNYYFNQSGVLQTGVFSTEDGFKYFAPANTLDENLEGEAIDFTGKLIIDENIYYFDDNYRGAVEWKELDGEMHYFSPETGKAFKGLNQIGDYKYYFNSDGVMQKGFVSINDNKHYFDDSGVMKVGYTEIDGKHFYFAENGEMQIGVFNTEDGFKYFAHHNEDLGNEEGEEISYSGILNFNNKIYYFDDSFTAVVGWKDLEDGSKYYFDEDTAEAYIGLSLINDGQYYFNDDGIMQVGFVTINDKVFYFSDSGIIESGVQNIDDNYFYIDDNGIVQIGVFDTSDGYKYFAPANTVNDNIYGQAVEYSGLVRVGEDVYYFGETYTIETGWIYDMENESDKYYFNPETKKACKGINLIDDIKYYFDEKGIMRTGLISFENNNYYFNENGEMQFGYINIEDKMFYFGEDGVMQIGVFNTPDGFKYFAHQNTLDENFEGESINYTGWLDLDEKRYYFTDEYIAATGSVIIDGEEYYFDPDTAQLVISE
# An asterisk follows results filed as active.
SMILES	TcdB inh
Cc1noc(C)c1NC(=O)Nc1cccc2c1O[C@@H](CN(C)Cc1ccncc1)[C@H](C)CN([C@H](C)CO)C2=O	-0.1
O=S(=O)(N[C@@H]1CC[C@H](CCn2cc(-c3cccc(F)c3)nn2)O[C@H]1CO)c1ccc(Cl)cc1	0.3
C/C=C/c1ccc2c(c1)O[C@@H](CN(C)Cc1ccc(F)cc1)[C@@H](C)CN([C@@H](C)CO)S2(=O)=O	1.2
CC(C)N(C[C@@H]1N[C@H](CO)[C@@H]1c1ccccc1)C(=O)CN1CCOCC1	-2.2
Cc1cc(C(=O)Nc2cccc3c2O[C@@H](CN(C)CC2CC2)[C@@H](C)CN([C@H](C)CO)C3=O)n(C)n1	-0.5
C[C@H]1CN([C@@H](C)CO)C(=O)c2cc(NC(=O)Cc3ccccc3)ccc2O[C@H]1CN(C)C(=O)Nc1ccc(C(F)(F)F)cc1	-1.0
CCC(C)CN1C(=O)CSCC1(C)C(=O)NCc1ccccc1 (configuration not stated)	1.0
CN(C)CC(=O)Nc1ccc2c(c1)[C@@H]1C[C@@H](CC(=O)NCc3ccc4c(c3)OCO4)O[C@H](CO)[C@@H]1O2	0.1
C[C@@H]1CCCCO[C@H](CN(C)C(=O)c2ccccc2)[C@H](C)CN([C@H](C)CO)C(=O)c2cc(NC(=O)c3ccccc3)ccc2O1	-0.4
C[C@@H]1CN([C@@H](C)CO)C(=O)c2cccc(NC(=O)NC3CCCCC3)c2O[C@H]1CN(C)Cc1ccc2c(c1)OCO2	0.4
COc1ccc(NC(=O)N(C)C[C@H]2Oc3c(NC(=O)c4ccncc4)cccc3C(=O)N([C@@H](C)CO)C[C@H]2C)cc1	1.0
N#Cc1cccc(-c2ccc3c(c2)[C@H]2[C@H](CCN2S(=O)(=O)c2cccc(F)c2)[C@@H](CO)N3)c1	-1.4
COc1ccc(NC(=O)N2CCCCN3[C@@H](CO)[C@H](c4ccc(-c5ccccc5F)cc4)[C@@H]3C2)cc1	0.0
C[C@H]1CN([C@@H](C)CO)C(=O)c2cccc(NC(=O)CCCCCC(=O)Nc3ccccc3N)c2O[C@H]1CN(C)S(C)(=O)=O	-1.2
COc1cccc(C#Cc2ccc([C@@H]3[C@@H](CO)N4C(=O)CN(C(=O)Cc5ccccc5)C[C@H]34)cc2)c1	-0.4
COc1cccc(S(=O)(=O)Nc2ccc3c(c2)[C@@H]2C[C@@H](CC(=O)NCc4ccccc4F)O[C@H](CO)[C@@H]2O3)c1	-0.2
CC(C)[C@H](NC(=O)C1CCCC1)C(=O)N1CCC[C@H]1C(=O)NCCc1ccccc1Cl	0.8
CO[C@@H]1CN(C)C(=O)c2ccc(NS(=O)(=O)c3ccc(C)cc3)cc2OC[C@H](C)N(Cc2nccs2)C[C@@H]1C	-0.3
C[C@H]1CN([C@@H](C)CO)C(=O)Cc2cc(NC(=O)CCN3CCOCC3)ccc2O[C@H]1CN(C)Cc1ccc(Cl)c(Cl)c1	-0.7
C[C@H](CO)N1C[C@H](C)[C@H](CN(C)Cc2cccnc2)Oc2ncc(C#Cc3ccccn3)cc2C1=O	1.0
C[C@@H]1CN([C@H](C)CO)C(=O)c2c(c3ccccc3n2C)-c2ccccc2CO[C@H]1CN(C)S(=O)(=O)c1ccc(C(F)(F)F)cc1	0.5
COc1ccc(NC(=O)N(C)C[C@@H]2Oc3ccc(NS(=O)(=O)c4ccccc4)cc3CC(=O)N([C@@H](C)CO)C[C@@H]2C)cc1	1.2
C[C@H]1CN([C@@H](C)CO)C(=O)Cc2cc(N(C)C)ccc2O[C@H]1CN(C)C(=O)Nc1ccc(C(F)(F)F)cc1	7.4
C[C@@H]1CN([C@@H](C)CO)S(=O)(=O)c2ccc(-c3cncnc3)cc2O[C@H]1CN(C)Cc1cccnc1	-0.9
CCC(=O)N1[C@H](CO)[C@H](c2ccccc2)C12CN(C(=O)c1ccc3c(c1)OCO3)C2	-0.4
C[C@@H]1CCCCO[C@@H](CN(C)S(=O)(=O)c2cn(C)cn2)[C@H](C)CN([C@@H](C)CO)C(=O)c2cc(NC(=O)CCCN(C)C)ccc2O1	0.5
C/C=C/CN(C(=O)C#Cc1ccccc1)[C@H](CO[Si](C)(C)C(C)(C)C)c1ccccc1	0.2
C[C@@H]1CN([C@@H](C)CO)C(=O)c2c(c3ccccc3n2C)-c2ccccc2CO[C@H]1CN(C)Cc1cccc(C(=O)Nc2ccccc2N)c1	0.0
COc1ccc2c3c(n(C)c2c1)[C@@H](CO)N(C(=O)CC1CC1)CC31CCN(C(=O)NC(C)C)CC1	-0.8
C[C@H](CO)N1C[C@H](C)[C@@H](CN(C)Cc2ccccc2)Oc2ncc(/C=C/c3ccccc3)cc2C1=O	-0.9

# No new results follow: an excerpt of the list.
SMILES	TcdB inh
Cc1noc(C)c1NC(=O)Nc1cccc2c1O[C@@H](CN(C)Cc1ccncc1)[C@H](C)CN([C@H](C)CO)C2=O	-0.1
O=S(=O)(N[C@@H]1CC[C@H](CCn2cc(-c3cccc(F)c3)nn2)O[C@H]1CO)c1ccc(Cl)cc1	0.3

# Next compounds
SMILES	TcdB inh
CCC(=O)Nc1ccc2c(c1)C(=O)N(C)[C@@H]1CC[C@@H](CC(=O)NCC3CCCCC3)O[C@@H]1CO2	-2.6
CCS(=O)(=O)Nc1ccc2c(c1)C(=O)N(C)[C@@H]1CC[C@H](CC(=O)NCCCN3CCOCC3)O[C@@H]1CO2	0.9
O=C(c1ccc(F)cc1)N1CC(=O)N2[C@@H](CO)[C@H](c3ccc(C#CC4CCCC4)cc3)[C@@H]2C1	0.8
CN1CCCCN2[C@H](CO)[C@H](c3ccc(C4=CCCC4)cc3)[C@H]2C1	-0.8
CN(C)Cc1cn(CC[C@@H]2CC[C@@H](NS(=O)(=O)c3ccccc3)[C@H](CO)O2)nn1	-0.5
C[C@@H]1CN([C@@H](C)CO)C(=O)c2cc(C#CCN(C)C)cnc2O[C@@H]1CN(C)C(=O)NC1CCCCC1	0.1
COc1ccc(S(=O)(=O)N(C)C[C@H]2Oc3ccc(NS(=O)(=O)c4c(C)noc4C)cc3CC(=O)N([C@H](C)CO)C[C@H]2C)cc1	2.8
C[C@H](CO)N1C[C@H](C)[C@H](CN(C)CC2CCCCC2)Oc2ccc(NC(=O)Cn3cnnn3)cc2C1=O	-0.8
CCS(=O)(=O)N1Cc2cc(C(=O)O)nc(-c3cccc(-c4ccc(C#N)cc4)c3)c2[C@H]1CCO	-0.9
Cc1noc(C)c1NC(=O)Nc1ccc2c(c1)C(=O)N([C@H](C)CO)C[C@@H](C)[C@H](CN(C)Cc1ccc(Cl)c(Cl)c1)OCCCC[C@@H](C)O2	0.1
N#C[C@@H]1[C@H](c2ccccc2)[C@H](CO)N1S(=O)(=O)Cc1ccccc1	-0.8
CCC(=O)N1CC(=O)N2[C@H](CO)[C@@H](c3ccc(C#Cc4cccc(F)c4)cc3)[C@@H]2C1	1.3
CO[C@H](CN(C)Cc1cc(F)ccc1F)[C@H](C)CN(C(=O)Nc1ccc(F)cc1)[C@H](C)CO	-0.1
COc1ccccc1CN1[C@H](CO)[C@@H]2c3ccccc3N(C(=O)C3CCOCC3)C[C@@H]21	0.0
O=C(NCc1ccccc1)[C@H]1CCCN1C(=O)[C@H]1CCCN1C(=O)c1ccccc1C(F)(F)F	-0.1
Cc1noc(C)c1S(=O)(=O)N1CCCc2nc(-c3ccccc3)ccc21	1.6
CC(=O)N(C)C[C@@H]1Oc2cc(C#CC(C)(C)O)ccc2S(=O)(=O)N([C@@H](C)CO)C[C@H]1C	-0.1
C[C@@H]1CCCCO[C@H](CN(C)S(=O)(=O)c2cccs2)[C@H](C)CN([C@@H](C)CO)C(=O)c2cc(NC(=O)CCCN(C)C)ccc2O1	0.2
C/C=C/c1ccc([C@H]2[C@@H](CO)N3CCCCN(S(=O)(=O)c4ccccc4)C[C@@H]23)cc1	0.2
COCC(=O)N(C)C[C@@H]1Oc2cc(-c3cccnc3)ccc2S(=O)(=O)N([C@@H](C)CO)C[C@@H]1C	-1.0
O=C(C1CCC1)N1CC(=O)N2[C@H](C1)[C@@H](c1ccc(Br)cc1)[C@@H]2CO	-0.6
C/C=C/c1cnc2c(c1)C(=O)N([C@H](C)CO)C[C@H](C)[C@@H](CN(C)CC1CCOCC1)O2	-0.3
COc1ccc2c3c(n(C)c2c1)[C@@H](CO)N(Cc1ccccc1)CC31CCN(C(=O)C2CC2)CC1	-2.8
C[C@@H]1CN([C@@H](C)CO)C(=O)c2cc(NC(=O)c3ccncc3)ccc2O[C@H]1CN(C)Cc1ccc(Cl)c(Cl)c1	-2.7
N#Cc1ccc(-c2ccc3c(c2)[C@H]2[C@H](CCN2C(=O)C2CC2)[C@H](CO)N3)cc1	0.9
C[C@H](CO)N1C[C@H](C)[C@@H](CN(C)S(=O)(=O)c2ccccc2)Oc2ncc(C#CCN(C)C)cc2C1=O	-0.3
C[C@@H]1CN([C@@H](C)CO)C(=O)Cc2cc(NC(=O)Nc3ccc(F)cc3)ccc2O[C@@H]1CN(C)S(=O)(=O)c1cccs1	0.2
CO[C@H]1CC[C@@H]2CCOc3c(C#N)cccc3C(=O)N(C)[C@@H](C)C(=O)N(C)C[C@H]1O2	0.0
COc1cccc(NC(=O)Nc2ccc3c(c2)C(=O)N(C)C[C@@H](OC)[C@@H](C)CN[C@@H](C)CO3)c1	0.2
Cc1cc(C(=O)Nc2cccc3c2O[C@H](CN(C)S(=O)(=O)c2cccs2)[C@@H](C)CN([C@@H](C)CO)C3=O)n(C)n1	-0.3

# 7 structures out of the list, arranged by number of heavy atoms, ascending.
SMILES	TcdB inh
CN1CCCCN2[C@H](CO)[C@H](c3ccc(C4=CCCC4)cc3)[C@H]2C1	-0.8
Cc1noc(C)c1S(=O)(=O)N1CCCc2nc(-c3ccccc3)ccc21	1.6
COc1ccccc1CN1[C@H](CO)[C@@H]2c3ccccc3N(C(=O)C3CCOCC3)C[C@@H]21	0.0
O=C(NCc1ccccc1)[C@H]1CCCN1C(=O)[C@H]1CCCN1C(=O)c1ccccc1C(F)(F)F	-0.1
CCS(=O)(=O)Nc1ccc2c(c1)C(=O)N(C)[C@@H]1CC[C@H](CC(=O)NCCCN3CCOCC3)O[C@@H]1CO2	0.9
C[C@@H]1CN([C@@H](C)CO)C(=O)Cc2cc(NC(=O)Nc3ccc(F)cc3)ccc2O[C@@H]1CN(C)S(=O)(=O)c1cccs1	0.2
Cc1noc(C)c1NC(=O)Nc1ccc2c(c1)C(=O)N([C@H](C)CO)C[C@@H](C)[C@H](CN(C)Cc1ccc(Cl)c(Cl)c1)OCCCC[C@@H](C)O2	0.1

# Other results:
SMILES	TcdB inh
O=C(N[C@H]1CC[C@H](CCn2cc(-c3ccccc3)nn2)O[C@@H]1CO)c1cnccn1	-0.1
Cc1ccc(S(=O)(=O)N(C)C[C@H]2Oc3ccc(NC(=O)Cc4ccccc4)cc3CC(=O)N([C@H](C)CO)C[C@@H]2C)cc1	0.6
COc1ccc(NC(=O)Nc2ccc3c(c2)C(=O)N([C@@H](C)CO)C[C@@H](C)[C@H](CN(C)Cc2ccc(C(=O)O)cc2)OCCCC[C@@H](C)O3)cc1	0.7
C[C@@H]1CCCCO[C@@H](CN(C)CC2CC2)[C@H](C)CN([C@@H](C)CO)C(=O)c2cc(NC(=O)CCC(F)(F)F)ccc2O1	0.4
C[C@@H]1CN([C@@H](C)CO)C(=O)Cc2cc(NC(=O)C3CCCCC3)ccc2O[C@@H]1CN(C)S(=O)(=O)c1ccc(F)cc1	1.9
C[C@H](CO)N1C[C@H](C)[C@H](CN(C)S(=O)(=O)c2ccc(C#N)cc2)Oc2ncc(-c3cccc(C(F)(F)F)c3)cc2C1=O	0.2
O=C(C1CCC1)N1CC[C@@H]2[C@@H](CO)Nc3ccc(Br)cc3[C@@H]21	-0.5
CCNC(=O)[C@@H]1[C@@H](CO)[C@@H]2Cn3c(ccc(/C=C/c4ccccc4)c3=O)[C@H]1N2C(=O)C1CCCC1	0.9
N#C[C@@H]1[C@H](c2ccc(C3=CCCCC3)cc2)[C@@H](CO)N1C(=O)c1ccccn1	0.0
COc1cccc(-c2ccc3c(c2)O[C@@H](CN(C)C(=O)C2CCC2)[C@H](C)CN([C@@H](C)CO)S3(=O)=O)c1	1.3
CN1C(=O)c2cc(NS(=O)(=O)c3ccc(Cl)cc3)ccc2OC[C@@H]2O[C@H](CC(=O)N3CCc4ccccc4C3)CC[C@@H]21	-1.2
O=C(C[C@@H]1CC[C@H](NC(=O)Nc2ccc(C(F)(F)F)cc2)[C@H](CO)O1)NCc1ccccn1	0.1
O=C(C1CCCCC1)N1C[C@@H]2[C@H](c3ccccc31)[C@H](CO)N2CC1CCOCC1	0.0
COc1ccc(CN2CC3(CCN(C(=O)c4ccccc4)CC3)c3c([nH]c4cc(OC)ccc34)[C@@H]2CO)cc1	1.6
CN1CCN(C(=O)C[C@@H]2C[C@@H]3c4cc(NC(=O)CC5CC5)ccc4O[C@@H]3[C@@H](CO)O2)CC1	-8.7
C[C@H](CO)N1C[C@H](C)[C@@H](CN(C)C(=O)c2ccccc2F)Oc2ncc(C#Cc3ccccc3)cc2C1=O	0.7
O=C(N[C@H]1CC[C@@H](CCn2cc(-c3ccccn3)nn2)O[C@@H]1CO)c1ccccc1	0.2
COC(=O)[C@H]1[C@H](CO)[C@H]2Cn3c(ccc(-c4ccccc4)c3=O)[C@H]2N1CCc1ccccc1	-0.7
COc1ccccc1-c1cn(CC[C@@H]2CC[C@H](NS(=O)(=O)c3ccccc3C)[C@@H](CO)O2)nn1	-8.1
CC(=O)N(C)C[C@H]1Oc2cc(C#CC(C)C)ccc2S(=O)(=O)N([C@@H](C)CO)C[C@@H]1C	-11
CO[C@@H](CN(C)C(=O)C1CCOCC1)[C@H](C)CN([C@@H](C)CO)S(=O)(=O)c1ccccc1	-1.7
CCNC(=O)[C@@H]1[C@@H](CO)[C@@H]2Cn3c(cccc3=O)[C@H]1N2C(=O)c1ccc(F)cc1	-0.9
C[C@H](O)C#Cc1cnc2c(c1)C(=O)N([C@@H](C)CO)C[C@@H](C)[C@H](CN(C)CC1CCCC1)O2	-1.2

# Not all compounds are listed; count on the stated rates, not on these rows.
